# ssDAF12 agonist: activates DAF-12 receptor from parasite S. stercoralis | HEK293 ssDAF-12/GRIP1 lit1-tk-luc reporter, luminescence; % of 3 µM dafachronic acid response | activation, % at 6.8 µM | 370,000 compounds, 1% hits;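 active means activation above the mean over all tested compounds plus 3 SD, cut at about 0.9% in these data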;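 further: 0% = DMSO-only wells and 100% = 3 µM delta7-dafachronic acid wells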
# ADAM17 inh: inhibitors of human ADAM17; P78536; recombinant ADAM17, EDANS/DABCYL FRET peptide cleavage; inhibition, % at 6.95 µM; 370,000 compounds, 0.83% hits;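 active means inhibition above the mean of compounds lying between control limits plus 3 SD, set per campaign, cut at about 8.5% in these data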;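 further: 0% = DMSO-only wells as the low control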
# hcDAF-12 act: activators of H. contortus DAF-12 nuclear receptor; HEK293 hcDAF-12 lit1-tk-luc reporter, luminescence; 0% DMSO, 100% Δ7-dafachronic acid; activation, % at 6.8 µM; 370,000 compounds, 1.4% hits;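 active means activation above the mean of all tested compounds plus 3 SD, cut at about 5.5% in these data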;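 further: 100% = response to 3 µM Δ7-dafachronic acid high control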
# PG9 Ab binder: binds the HIV-1 gp120 antibody PG9. TR-FRET gp120-PG9 antibody binding. inhibition, % at 6.7 µM. AID 624416. 360,000 compounds, 0.43% hits; in the data active means inhibition above about 8.5%
# NPR1 activator: GC-A (human) enzyme activation; P16066; HEK293 GC-A cells, cGMP TR-FRET, EC30 ANP; 0% at EC30 ANP, 100% saturating ANP; activation, % at 10 µM; 370,000 compounds, 0.14% hits; AID 1671463; in the data active means activation above about 40%
# Target sequence (P16066 whole entry, looked up): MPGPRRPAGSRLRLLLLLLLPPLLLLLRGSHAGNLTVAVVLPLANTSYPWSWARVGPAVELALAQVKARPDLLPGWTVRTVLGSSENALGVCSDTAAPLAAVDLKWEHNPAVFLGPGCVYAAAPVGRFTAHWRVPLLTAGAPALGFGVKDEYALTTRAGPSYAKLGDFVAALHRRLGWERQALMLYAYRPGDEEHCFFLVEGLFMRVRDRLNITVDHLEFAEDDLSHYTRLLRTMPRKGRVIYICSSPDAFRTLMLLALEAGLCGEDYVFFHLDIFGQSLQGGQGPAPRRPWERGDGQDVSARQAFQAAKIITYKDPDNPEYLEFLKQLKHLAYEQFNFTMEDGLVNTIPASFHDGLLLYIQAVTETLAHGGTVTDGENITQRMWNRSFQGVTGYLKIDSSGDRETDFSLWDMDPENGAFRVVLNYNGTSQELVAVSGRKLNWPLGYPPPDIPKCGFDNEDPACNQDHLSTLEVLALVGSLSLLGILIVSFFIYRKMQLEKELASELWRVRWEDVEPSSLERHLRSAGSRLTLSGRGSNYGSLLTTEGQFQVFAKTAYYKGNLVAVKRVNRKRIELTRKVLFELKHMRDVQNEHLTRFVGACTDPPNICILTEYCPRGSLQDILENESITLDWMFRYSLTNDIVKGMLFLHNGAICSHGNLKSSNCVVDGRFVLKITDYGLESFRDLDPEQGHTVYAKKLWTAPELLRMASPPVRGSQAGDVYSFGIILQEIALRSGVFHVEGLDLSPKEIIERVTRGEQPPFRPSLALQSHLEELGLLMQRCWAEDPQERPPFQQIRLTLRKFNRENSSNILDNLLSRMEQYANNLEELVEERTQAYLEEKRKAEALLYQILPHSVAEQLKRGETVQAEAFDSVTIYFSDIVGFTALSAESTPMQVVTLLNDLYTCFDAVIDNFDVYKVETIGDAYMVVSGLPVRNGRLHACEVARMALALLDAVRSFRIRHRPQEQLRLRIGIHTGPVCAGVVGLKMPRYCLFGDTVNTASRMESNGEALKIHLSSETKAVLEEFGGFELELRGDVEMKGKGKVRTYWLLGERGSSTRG
# hgDAF12 agonist: activates the H. glycines DAF-12 receptor ligand-binding domain; HEK293 GAL4-hgDAF12 UAS-luciferase reporter, agonist luminescence; normalized to butyrate control; AID 687014; 370,000 compounds, 1.8% hits; activation, % at 6.8 µM;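 active means activation above a cutoff set at the mean of all screened compounds plus 3 SD, cut at about 10% in these data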;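 further: 0% = DMSO wells and 100% = sodium butyrate wells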
# DAX1 inh-1: inhibits human nuclear receptor DAX1; inhibition, % at 6.75 µM; HEK293 Gal4-DAX1 luciferase reporter, luminescence; P51843; 340,000 compounds, 0.99% hits; AID 504766;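 active means inhibition above the mean over all tested compounds plus 3 SD, cut at about 4.2% in these data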;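 further: 0% = DAX1-transfected cells with DMSO and 100% = empty-vector control cells with DMSO; inhibition shows as a rise in luminescence from relieved DAX1 repression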
# SMARCA2 activ: activators of SMARCA2 function | MG213 cells, MMTV-luciferase reporter, dexamethasone, overnight | activation, % at 9.1 µM | 370,000 compounds, 1% hits; in the data active means activation above about 7.8%;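 further: 0% = vehicle wells and 100% = reference activator wells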
# DAX1 inh-2: DAX1 (NR0B1) inhibition, primary screen; HEK293T StAR-luciferase reporter, SF-1/DAX-1 repression relief; inhibition, % at 6.8 µM; 370,000 compounds, 1.1% hits; AID 652010;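 active means inhibition above the mean over all tested compounds plus 3 SD, cut at about 3.6% in these data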;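 further: 0% = DAX-1 cells with DMSO and 100% = cells lacking DAX-1 with DMSO; higher inhibition means more luminescence from relief of DAX-1 repression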
# FXN GAA850 act: frataxin GAA850 promoter activation | HEK293 lucGAA850 FXN promoter luciferase reporter, 24 h; percent of 10 µM SAHA response | activation, % at 6 µM | 360,000 compounds, 0.56% hits | AID 540364;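 active means activation above the average of all compounds screened plus 3 SD, cutoff fixed separately per campaign, cut at about 7.5% in these data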;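 further: 0% = DMSO wells and 100% = 10 µM SAHA wells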
# ADAM10 inh: inhibits human ADAM10 | O14672 | recombinant ADAM10, EDANS/DABCYL FRET peptide cleavage, 3 h | inhibition, % at 7 µM | 370,000 compounds, 0.62% hits;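 active means inhibition above a per-campaign cutoff equal to the mean of compounds falling between control-based bounds plus 3 SD, cut at about 20% in these data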;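 further: 0% = DMSO wells while the 100% control is not disclosed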
# The depositor's hits bear a star; i = inactive; . = not tested or not shown.
nr	molecule	hgDAF12 agonist	DAX1 inh-1	ADAM17 inh	ADAM10 inh	ssDAF12 agonist	FXN GAA850 act	DAX1 inh-2	SMARCA2 activ	hcDAF-12 act	PG9 Ab binder	NPR1 activator
1	COCc1[nH]nc2c1C(c1ccccc1F)C(C#N)=C(N)O2 (configuration not stated)	-1.0	1.5	-6	-6	-1.0	1.4	-0.6	-4	-0.5	-0.7	3
2	O=C(NN=C1CCCCCCCCCCC1)c1ccccc1F	12*	-0.2	-5	-9	0.1	-0.7	2.8	17*	2.7	-0.6	-1
3	CCCCn1cnc2c(SCc3ccccn3)nc(N)nc21	8.0	1.3	-2	-6	-1.5	5.0	1.2	1	-1.4	1.3	7
4	O=C(CN(Cc1cccs1)S(=O)(=O)c1ccc(S(=O)(=O)N2CCCCC2)cc1)Nc1ccccc1	-0.1	-1.7	-3	-5	-0.9	0.9	-0.3	-1	-1.3	2.6	3
5	COc1ccccc1C(=O)NC(CCSC)C(=O)OCC(=O)NC(=O)NCc1ccco1 (configuration not stated)	1.9	0.2	-2	4	-0.4	-1.5	0.5	0	-0.9	-1.1	-1
6	Cc1ncc(CO)c(/C=N/NC(=O)c2cc3c(s2)CCCC3)c1O	-10	-0.9	-112	-327	-2.0	-5.9	-5.6	-3	-2.7	-0.4	-7
7	Cc1c(C)c2ccc(OCC(=O)N(C)C3CCS(=O)(=O)C3)c(C)c2oc1=O (configuration not stated)	1.6	0.2	-136	-402	-0.9	-0.3	1.8	-1	-0.9	-1.7	8
8	Cc1ccsc1C1C(C#N)=C(N)OC2=C1C(=O)CC(C)C2 (configuration not stated)	-0.3	2.7	-4	-1	-0.8	3.2	-0.2	-3	0.2	0.2	5
9	CN(C)S(=O)(=O)c1cccc(COc2cccnc2[N+](=O)[O-])c1	0.9	-2.0	-6	0	-1.2	3.2	-0.3	-2	0.1	-0.6	1
10	CCOc1ccc(OCCC(=O)OCC(=O)Nc2ccc(Cl)cn2)cc1	-1.3	1.4	-1	-12	-0.9	1.0	-0.4	-1	-0.6	1.1	1
11	O=C(CCC1CCCN(C(=O)c2ccncc2)C1)NCc1ccc(F)c(F)c1 (configuration not stated)	-0.9	0.2	-3	-2	-1.8	-1.1	-0.2	1	0.5	-1.1	2
12	CC(=O)N/C(=C\c1ccccc1)C(=O)OCc1cccc(S(=O)(=O)N(C)C)c1	-2.9	-1.8	-1	-8	-1.3	-1.9	-1.4	-3	-1.4	-0.6	-2
13	O=C(O)c1ccc(-c2ccc(OS(=O)(=O)c3ccccc3F)cc2)cc1	1.4	0.5	2	3	-1.4	2.9	-0.1	0	-1.6	0.5	7
14	N[C@@H](Cc1ccccc1)c1nnc2sc(SCc3ccccc3)nn12	0.3	0.1	1	-47	-0.7	-0.3	0.8	-2	3.3	-1.0	-3
15	CCc1ccc(C2CC(c3ccc(Cl)cc3)n3nc(N)nc3N2)cc1 (configuration not stated)	2.4	3.1	-56	-206	0.0	0.4	0.2	2	-0.1	0.8	4
16	CCOC(=O)c1cnc(-c2ccccc2)nc1N	14*	1.6	-2	2	0.5	4.6	4.5*	0	5.0	-0.8	4
17	CN1CCc2c(sc3c2c(NCc2ccco2)nc2nnnn23)C1	0.5	5.2*	-102	-429	-0.6	1.7	0.1	0	-0.5	1.4	15
18	Nc1nc2c(c(=O)[nH]1)C(c1ccccc1)C1=C(N2)c2ccccc2C1=O (configuration not stated)	0.6	0.9	-8	-17	-0.6	-1.1	0.1	2	0.5	-14	-3
19	O=C(O)CC(NC(=O)c1ccncc1)c1ccccc1 (configuration not stated)	2.7	2.4	-1	-4	-0.6	1.2	0.1	0	1.2	0.1	-5
20	CC(C)[C@H](NS(=O)(=O)c1ccccc1)C(=O)OCC(=O)Nc1ccccc1Sc1ccccc1	-4.6	-2.3	9.6*	20*	-2.4	-2.8	-1.4	-3	-3.7	-2.7	-4
21	Cc1nc(N)c(Cc2ccccc2F)c(N)n1	0.8	-0.4	0	5	-1.4	4.6	0.1	-1	-0.1	0.3	0
22	CC1C(=O)N2CCCc3cc(NC(=O)COc4ccc(Cl)cc4)cc1c32 (configuration not stated)	1.2	0.3	-1	-8	-0.9	0.9	-1.6	-2	-0.8	-1.5	1
23	CCOC(=O)CC1=C(C(=O)OCC)C(c2ccncc2)C(C#N)=C(N)O1 (configuration not stated)	2.8	0.5	-2	-5	-1.3	5.6	0.3	3	0.3	-0.7	-1
24	COc1cccc(NC(=O)NC2CCCCC2C)c1 (configuration not stated)	4.1	-0.3	-5	8	-0.7	3.0	-0.2	1	-0.2	-0.9	4
25	Cc1cc(C)nc(NS(=O)(=O)c2ccc(N3C(=O)C4CC=C(Cl)CC4C3=O)cc2)n1 (configuration not stated)	1.5	0.6	-6	4	-1.5	1.7	-0.2	-2	-0.5	-0.5	3
26	CCC(C)c1ccc(NC(=O)COC(=O)CCNC(=O)c2ccco2)cc1 (configuration not stated)	3.3	1.0	1	-4	-1.2	0.6	2.2	-1	1.8	-1.2	-1
27	OC(Cn1cncn1)(Cn1cncn1)c1ccc(F)cc1F	-1.9	0.6	-3	-6	0.7	-0.2	-1.2	-3	-0.1	-1.1	0
28	CC(NC(=O)C1CCCC1)c1ccc2c(c1)OCCO2 (configuration not stated)	-0.9	1.2	0	6	-1.2	-0.3	-0.1	4	-1.2	-2.3	0
29	O=C(O)Cn1cc(C(=S)N2CCCCC2)c2ccccc21	0.5	6.2*	-4	-4	-1.6	0.9	0.8	-3	3.2	-1.5	0
30	COc1ccc(OC)c(CN2CCN(C(=O)c3ccc(NS(=O)(=O)c4cccc([N+](=O)[O-])c4)cc3)CC2)c1	-2.5	-1.3	-4	1	-1.4	1.1	-1.1	-3	-2.2	1.3	1
31	Cc1ccc(NC(=O)NNC(=O)COc2ccc(Cl)cc2)cc1	-0.5	0.3	-3	0	-1.7	1.9	-0.2	-2	-1.1	0.3	-3
32	CCOc1ccc(S(=O)(=O)N2CCN(C(=S)NCc3ccccc3)CC2)cc1	-3.1	-2.2	0	10	-2.5	-0.8	-1.0	0	0.7	-3.1	-1
33	CC(C)(C)OC(=O)NNC(=O)c1ccc(Cl)cc1	0.8	0.6	-6	-5	-1.2	1.1	-0.8	1	0.1	1.1	5
34	O=C(CCc1ccc(S(=O)(=O)N2CCOCC2)cc1)NN=C1CCCCCCC1	0.1	0.0	-2	4	-1.4	1.7	-0.4	-4	-1.0	0.6	3
35	CCC(CC)C1C(C#N)=C(N)SC(N)=C1C#N	3.4	-0.8	-2	-4	-1.0	-3.2	0.0	-1	1.1	0.4	8
36	O=C1C(=O)N(CCOCCO)C(c2ccccn2)/C1=C(\O)c1ccccc1 (configuration not stated)	4.8	0.1	2	4	-0.8	-0.8	-0.2	1	-0.4	0.6	4
37	COc1ccc(OCC(=O)OCCN(C)C)cc1	-1.9	-0.7	2	-1	-0.9	1.0	0.2	0	-0.2	-2.7	-2
38	Cc1ccc(CSCCNC(=O)CN(c2ccc(F)cc2)S(C)(=O)=O)cc1	-2.8	-0.1	1	1	-0.9	3.4	-0.4	1	-2.2	0.7	-2
39	CC(C)(CNC(=O)c1cc(=O)[nH]c2ccccc12)N1CCOCC1	-1.9	-0.1	-13	-38	-0.7	-1.6	0.3	0	1.1	-0.9	3
40	COc1ccc(S(=O)(=O)Nc2c(C)nc3nc(C)[nH]n3c2=O)cc1	-0.6	-0.5	3	5	0.1	0.9	0.5	-3	1.5	-2.5	-1
41	Cn1nnc2cc(C(=O)NCc3ccc4c(c3)OCO4)ccc21	1.8	0.8	-4	-1	-1.0	0.9	-0.2	-2	-1.4	2.0	0
42	N#CCC1(O)C(=O)N(Cc2ccccc2)c2ccccc21 (configuration not stated)	0.3	.	-3	-15	-0.7	.	0.6	3	-0.3	-0.9	5
43	O=S(=O)(c1ccc(F)c2ccccc12)N1CCCCC1	-1.2	-0.2	-4	7	-1.6	1.2	0.3	1	-0.7	0.8	1
44	CCOC(=O)c1c(NC(=O)Cn2c(=O)oc3ccccc32)oc(C)c1C(C)=O	-0.4	0.2	-3	-5	-1.4	1.6	-0.8	1	-2.4	-0.3	5
45	CCN1CCCC1CNC(=O)c1cc2cc(F)ccc2[nH]1 (configuration not stated)	4.1	3.3	-13	-31	1.2*	1.3	0.7	-1	11*	-0.3	2
46	COC(=O)C[C@@H]1CC[C@H](NC(=O)Nc2ccc(F)cc2)[C@@H](CO)O1	1.5	.	-4	-8	-0.5	.	1.0	-1	-0.5	1.0	2
47	COc1ccccc1C(=O)OC(C)CN1CCN(C)CC1 (configuration not stated)	2.0	-1.5	-4	0	-0.5	2.5	-0.1	-1	-1.9	-2.1	-1
48	Cc1ccc(C)c(S(=O)(=O)NC(C)C(=O)NCc2ccccn2)c1 (configuration not stated)	0.1	0.2	-5	4	-1.4	-1.1	-0.5	-1	0.3	-0.2	0
49	Cc1nn(CC(=O)Nc2ccc(S(=O)(=O)N(C)C)cc2)c(C)c1[N+](=O)[O-]	0.1	-0.8	1	0	-1.4	0.2	0.4	-1	-1.0	-1.8	3
50	CCc1ccc2c(c1)C1(NN=C(c3cccc4ccccc34)S1)C(=O)N2 (configuration not stated)	2.4	-1.3	-8	-20	-0.7	3.2	-1.1	-1	0.0	0.0	0

# The listing continues.
nr	molecule	hgDAF12 agonist	DAX1 inh-1	ADAM17 inh	ADAM10 inh	ssDAF12 agonist	FXN GAA850 act	DAX1 inh-2	SMARCA2 activ	hcDAF-12 act	PG9 Ab binder	NPR1 activator
51	O=C(CNC(=O)c1ccc(Cl)cc1Cl)OCC(=O)c1ccc2c(c1)OCCO2	-0.4	0.7	-1	2	-1.0	3.0	0.1	-2	-0.7	-1.0	4
52	Nc1ccc(CSc2ccccc2)cc1	8.8	0.8	-1	2	-0.3	1.0	0.8	5	1.3	-0.3	9
53	CC(C)OCCCNC(=O)CN1C(=O)CSc2ccc(S(=O)(=O)N3CCOCC3)cc21	2.2	-0.3	-4	-6	-0.6	-1.8	-0.1	-2	0.0	1.2	3
54	Cc1ccc2c(c1)N(CC(=O)NCCc1ccc(Cl)cc1)C(=O)c1cccnc1O2	0.1	1.8	0	-4	-1.8	-1.2	-2.1	2	-0.6	-1.4	-8
55	CCCn1c(=N)n(CC(=O)OCC)c2ccccc21	0.3	0.2	-7	2	-1.1	1.9	-0.7	-1	-0.3	-2.2	0
56	Nc1nonc1C(=O)OCC(=O)N1CCOCC1	1.7	0.2	0	3	-1.5	-2.5	0.0	0	-0.3	-0.5	2
57	Cc1cc(=O)oc2cc(NS(=O)(=O)c3ccc(F)cc3)ccc12	-2.6	0.5	i	i	-1.6	4.5	0.7	2	0.8	0.7	7
58	CC[n+]1c(/C=C/N(C)c2ccccc2)oc2ccc(Cl)cc21	-1.1	-2.1	-5	6	-1.5	-0.1	-1.9	-4	-1.2	-1.6	2
59	COC(=O)c1sccc1NC(=O)C1CC=CCC1C(=O)O (configuration not stated)	0.6	0.3	0	10	-1.5	1.0	-0.1	3	-1.0	8.1	2

# High-throughput results deposited in PubChem BioAssay by several laboratories.
